Screening data as filed in PubChem.
HRas wt GTP: human HRas wildtype GTP binding, change in either direction. 190,000 tested, 0.14% active. AID 759. GST-Ras wt beads, Bodipy-FL-GTP binding, flow cytometry; actives lie on both sides. GTP binding activity, % at 10 µM. P01112;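 active = GTP binding activity at least 20% away from the 100% baseline, either lowered as inhibitor or raised as activator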;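 note: 0% = unlabeled GTP competition control and 100% = no-compound control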
Target sequence (P01112 whole entry, looked up): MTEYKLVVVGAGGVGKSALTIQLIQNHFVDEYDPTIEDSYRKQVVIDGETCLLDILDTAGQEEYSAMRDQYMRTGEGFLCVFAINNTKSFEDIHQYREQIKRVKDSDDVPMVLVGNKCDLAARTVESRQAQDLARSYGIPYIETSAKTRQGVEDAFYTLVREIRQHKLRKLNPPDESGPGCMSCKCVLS
GSH fluor: GSH bead compound fluorescence profile. GSH beads flow cytometry, compound fluorescence 488/530 nm; active compounds read high. fluorescence (KMESF) at 10 µM. 190,000 tested, 0.25% active; in the data active = fluorescence above about 89;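 note: glutathione beads carrying GST-tagged Bcl family fusion proteins plus one bare bead set; values are compound well signal with DMSO vehicle wells as background; inactives centre near 16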
Rac1 wt modul: alters GTP binding to wildtype human Rac1. P63000. GST-Rac1 beads, fluorescent GTP binding, flow cytometry; actives lie on both sides; 0 = cold GTP competed, 100 = untreated. GTP binding activity (% of control), % at 10 µM. 190,000 tested, 0.27% active. AID 757;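 active = GTP binding activity at least 20 points away from the 100% control level, either lower or higher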
Cdc42 wt GTP: human Cdc42 wildtype GTP binding change, either direction; P60953; GST-Cdc42 beads, Bodipy-GTP binding, flow cytometry; actives lie on both sides; percent activity (GTP binding), % at 10 µM; 190,000 tested, 0.2% active; AID 761;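 active = percent activity GTP binding at least 20 points away from the 100% baseline, either down as inhibitor or up as activator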;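 note: median bead fluorescence of bound Bodipy-FL-GTP at 100 nM; 0% = excess unlabeled GTP control and 100% = no compound control; below 100% means less GTP binding so inhibitor and above means activator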
Target sequence (P60953 whole entry, looked up): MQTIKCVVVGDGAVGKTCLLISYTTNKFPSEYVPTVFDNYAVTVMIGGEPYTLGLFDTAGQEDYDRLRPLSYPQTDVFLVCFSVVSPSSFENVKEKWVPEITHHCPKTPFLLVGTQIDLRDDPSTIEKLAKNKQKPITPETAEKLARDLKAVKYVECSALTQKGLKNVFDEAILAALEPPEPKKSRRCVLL
Mcl1 Noxa PPI: Mcl-1/Noxa interaction inhibition; Q07820; TR-FRET Mcl-1/Noxa peptide binding, 2 h; inhibition, % at 21.7 µM; 220,000 tested, 1.5% active; AID 1022;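 active = compounds that cut the protein-peptide binding signal by more than 50% relative to plate controls in a single-dose test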;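 note: His-tagged Mcl-1 with rhodamine Noxa BH3 peptide and terbium anti-His antibody; 0% = Mcl-1 plus Noxa peptide wells and 100% = peptide-only wells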
Target sequence (Q07820 whole entry, looked up): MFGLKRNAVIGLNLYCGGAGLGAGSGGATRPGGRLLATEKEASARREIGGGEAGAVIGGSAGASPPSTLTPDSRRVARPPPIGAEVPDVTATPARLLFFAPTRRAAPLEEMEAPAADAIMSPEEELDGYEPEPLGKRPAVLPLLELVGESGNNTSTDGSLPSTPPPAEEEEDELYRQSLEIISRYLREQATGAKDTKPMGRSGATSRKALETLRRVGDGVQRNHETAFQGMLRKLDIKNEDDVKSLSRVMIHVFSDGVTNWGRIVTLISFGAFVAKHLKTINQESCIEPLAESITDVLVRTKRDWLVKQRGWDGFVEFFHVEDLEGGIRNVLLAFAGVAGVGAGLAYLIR
Mcl1 Bid PPI: disrupts binding of human Mcl-1 to Bid peptide. TR-FRET Mcl-1/Bid-Dy647 peptide binding, 1536-well. inhibition, % at 21.7 µM. 220,000 tested, 0.97% active. AID 1021;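 active = compounds that cut the binding signal by more than half at the single screening dose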;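 note: His-tagged Mcl-1 with europium anti-His antibody binding Bid BH3 peptide; 0% = Mcl-1 plus peptide wells and 100% = peptide-only wells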
Avidin bead fluor: compound fluoresces at 488/530 nm on avidin beads. compound fluorescence 488/530 nm, flow cytometry; active compounds read high. fluorescence (KMESF) at 10 µM. 220,000 tested, 0.38% active. AID 1775; in the data active = fluorescence above about 47; note: inactives centre near 10
Rac1 act GTP bind: modulators of GTP binding to human Rac1 activated mutant; 190,000 tested, 0.11% active; percent activity (GTP binding), % at 10 µM; GST-Rac1 activated beads, fluorescent GTP binding, flow cytometry; actives lie on both sides; 100% means binding = to untreated wells;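 active = GTP binding at least 20 percentage points away from the 100% baseline, in either direction, so actives lie on both sides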
Rab7 wt modul: modulators of GTP binding to dog Rab7 wildtype GTPase | GTP binding activity (percent of control), % at 10 µM | GST-Rab7 beads, fluorescent GTP binding, flow cytometry; actives lie on both sides; untreated = 100%, excess cold GTP = 0% | AID 758 | 190,000 tested, 0.055% active;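 active = fluorescent GTP binding to Rab7 beads changed by at least 20 points from the 100% baseline, either direction, mostly lower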;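 note: median green fluorescence of bound Bodipy-FL-GTP per Rab7 bead population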
Rab2 wt GTP: changes GTP binding to wildtype dog Rab2A, up or down; GST-Rab2 wt beads, Bodipy-GTP binding, flow cytometry; P61105; GTP binding activity, % at 10 µM; AID 760; 190,000 tested, 0.19% active;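 active = GTP binding activity at least 20 points away from 100%, either lowered or raised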;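 note: 0% = beads with excess unlabeled GTP and 100% = no-compound control corrected for plate trend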
Pf gamet viab: kills late stage P. falciparum gametocytes; P. falciparum stage V gametocytes, ATP luminescence, 24 h; inhibition, % at 10.9 µM; 150,000 tested, 0.065% active;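 active = inhibition above the mean plus 3 SD of compounds within the control limits, set per campaign, cut at about 38% in these data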;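 note: 0% = DMSO wells and 100% = medium only without gametocytes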
Active calls of the source: *; x = no result given. Compounds as they come. About 3% of those tested had a hit in this group.

SMILES	HRas wt GTP	GSH fluor	Rac1 wt modul	Cdc42 wt GTP	Mcl1 Noxa PPI	Mcl1 Bid PPI	Avidin bead fluor	Rac1 act GTP bind	Rab7 wt modul	Rab2 wt GTP	Pf gamet viab
O=C1c2ccccc2C(Nc2ccc(S(=O)(=O)N3CCOCC3)cc2)N1c1cccnc1 (stereo not given)	101	18	106	102	-2	-9	4	99	103	97	x
CN(C)c1ccc(C(=O)Nc2nnc(C3=COCCO3)o2)cc1	99	17	97	97	-1	-50	9	94	106	101	x
N#C/C(=C\c1ccc(-c2ccc(S(=O)(=O)N3CCOCC3)cc2)o1)C(=O)NC1CC1	93	6	91	95	17	-50	4	93	99	95	-17
CC(=O)NCCN1C(=O)S/C(=C\c2cccs2)C1=O	98	10	101	97	15	-19	8	99	96	97	5
CCN(CC)C(=O)CN(c1cc(Cl)ccc1OC)S(C)(=O)=O	104	23	110	103	15	-9	34	100	100	100	x
N/C(=N\OC(=O)c1ccc(Cl)cc1Cl)c1ccccn1	98	10	98	100	7	-13	13	96	103	99	10
COC(=O)c1cc2ccsc2n1Cc1nc(-c2ccc(OC)cc2)oc1C	100	30	100	100	1	-15	5	98	99	99	-14
C=CCn1c(=O)c2ccc(C(=O)NCc3ccccc3)cc2n(Cc2ccc(Cl)cc2)c1=O	100	13	102	102	8	1	11	98	101	99	14
CNc1ccc(Br)cc(C(=O)/C=C/c2ccc(OC)cc2)c1=O	93	6	95	93	63*	-2	1	90	91	90	-3
CCOC(=O)n1c(SCC(N)=O)nc2ccccc21	99	13	96	98	-3	-34	34	98	94	96	x
Cc1cc(Cl)ccc1NC(=O)C1CCCN1C(=O)c1cccs1 (stereo not given)	100	17	104	103	13	-10	15	101	102	102	1
O=C1CCC/C(=N\NC(=O)c2ccc(NS(=O)(=O)c3ccc(Br)cc3)cc2)C1	102	12	105	105	-17	-24	7	100	105	102	22
COc1ccc(C(=O)Oc2cc(/C=N/NC(N)=S)ccc2OC)cc1	97	12	95	98	26	-159	11	98	98	99	x
O=c1c2cc(NC(=S)N3CCCCCC3)ccc2nc2n1CCCCC2	94	16	94	93	2	-39	11	96	93	96	-9
COc1ccc(OC)c(NC(=O)c2sc3nc(Cc4ccccc4)cc(C(F)(F)F)c3c2N)c1	102	23	101	103	-34	-22	13	99	101	102	-32
Cc1ccc(C(=O)NC(=S)NCCCN2CCOCC2)cc1	97	9	95	95	-28	-37	11	94	102	98	x
COc1ccccc1NC(=S)N1CCN(c2ccccn2)CC1	100	11	106	102	9	-10	3	101	98	98	-6
CCN1CCN(C(=O)c2nn(-c3ccc(C)cc3)c(=O)c3c2c2ccccc2n3C)CC1	100	32	102	100	-5	-14	6	99	103	102	x
O=c1c2ccc(Cl)cc2[nH]c(=S)n1CCC1=CCCCC1	101	9	107	105	9	1	6	101	104	101	-50
CSc1ccc(/C=C(\C#N)C(=O)NC2CCCCC2)cc1	96	13	98	93	-3	-18	8	96	95	95	-16
O=C(Nc1cccc(S(=O)(=O)NCc2ccco2)c1)c1cc(-c2ccccc2)nc2ccccc12	98	6	103	100	3	-11	3	99	101	95	22
Cc1cc(C)c2c(=O)[nH]c(SCC(=O)Nc3ccc(N(C)C)cc3)nc2n1	97	35	102	99	12	-23	13	96	101	98	x
CCc1ccc(C2=C/C(=C/c3cccnc3)C(=O)O2)cc1	99	10	102	102	13	18	14	101	103	101	-14
CCOC(=O)C1CCN(C(=S)Nc2ccc(Cl)cc2C)CC1	94	15	95	94	0	-34	10	95	97	93	-20
CCCOc1ccc2[nH]cc(C(=O)O)c(=O)c2c1	97	35	97	99	-22	-1	10	96	96	97	11
CC1=NN(c2ccc(S(=O)(=O)O)cc2Cl)C(=O)C1	97	11	100	97	6	-33	12	99	93	98	x
CCOC(=O)c1ccccc1N/C=C/C(=O)c1cccs1	98	17	102	97	7	-28	9	98	100	97	-13
Cc1ccsc1/C=N/NC(=O)CC(=O)NCC(C)C	99	23	100	98	7	-18	9	95	104	102	x
CC(C)Oc1ccc(CSC(=N)N)cc1	100	16	100	102	23	1	38	98	97	99	-9
O=C(Cn1ncc(Cl)c(Cl)c1=O)N1CCc2ccccc21	99	14	98	96	3	-6	11	98	94	94	-3
Cc1nnc(NC(=O)c2ccc(Br)cc2)s1	100	19	103	102	2	-28	14	98	100	99	x
CCc1ccccc1NC(=O)CCc1nc(-c2cccs2)no1	96	18	98	100	11	-17	11	95	106	96	-16
Cc1ccnn1CC(=O)N/N=C/c1ccco1	98	11	99	99	16	-11	39	95	101	96	-6
O=C(COC(=O)c1ccc2ccccc2n1)c1ccc(F)cc1	100	8	100	97	-6	0	11	96	106	100	10
Cc1cccc(N2CCN(Cc3nc(CC4CC4)no3)CC2)n1	100	14	100	95	6	-32	10	96	101	98	-30
O=C(COC(=O)CCCN1C(=O)c2cccc3cccc(c23)C1=O)Nc1cccc(Br)c1	100	6	114	97	9	-9	3	99	104	99	15

Among those listed so far, these contain an NH in an aromatic ring:
SMILES	HRas wt GTP	GSH fluor	Rac1 wt modul	Cdc42 wt GTP	Mcl1 Noxa PPI	Mcl1 Bid PPI	Avidin bead fluor	Rac1 act GTP bind	Rab7 wt modul	Rab2 wt GTP	Pf gamet viab
O=c1c2ccc(Cl)cc2[nH]c(=S)n1CCC1=CCCCC1	101	9	107	105	9	1	6	101	104	101	-50
Cc1cc(C)c2c(=O)[nH]c(SCC(=O)Nc3ccc(N(C)C)cc3)nc2n1	97	35	102	99	12	-23	13	96	101	98	x
CCCOc1ccc2[nH]cc(C(=O)O)c(=O)c2c1	97	35	97	99	-22	-1	10	96	96	97	11

(next part)
SMILES	HRas wt GTP	GSH fluor	Rac1 wt modul	Cdc42 wt GTP	Mcl1 Noxa PPI	Mcl1 Bid PPI	Avidin bead fluor	Rac1 act GTP bind	Rab7 wt modul	Rab2 wt GTP	Pf gamet viab
CCOC(=O)C(C)On1c(-c2ccccc2)nc2ccc([N+](=O)[O-])cc21 (stereo not given)	102	47	108	105	15	31	36	100	102	101	x
COc1ccc(CN2CCOCC2)c(C)c1C	97	20	95	97	27	28	9	98	94	94	x
CC(C)Cc1nnc(NC(=O)CCC(=O)NC2CCCc3ccccc32)s1 (stereo not given)	101	8	103	102	1	24	6	99	99	103	-27
COc1ccc(N2CCN(C(CNC(=O)C(C)(C)C)c3ccco3)CC2)cc1 (stereo not given)	96	17	97	97	12	-19	9	93	111	99	-17
CC1=NN(C(=O)Cn2ccc([N+](=O)[O-])n2)C(O)(C(F)(F)F)C1 (stereo not given)	99	11	104	101	21	-8	6	96	99	97	-9
O=C(OCCN1C(=O)c2ccccc2C1=O)c1ccco1	95	20	98	98	-12	-7	6	92	91	95	x
CCOC(=O)C1CCCN(C(=O)C2CCC(CNS(=O)(=O)c3ccc(NC(C)=O)cc3)CC2)C1 (stereo not given)	99	14	96	100	12	-24	9	96	100	98	x
CN(C)S(=O)(=O)c1cccc(CSc2cccc[n+]2[O-])c1	97	25	97	98	10	-3	10	98	94	97	x
S=C(Nc1ccccc1Cl)N1CCC(c2ccccc2)C1 (stereo not given)	98	15	99	96	26	9	8	98	102	97	11
O=C(c1noc2c1CCCC2)N1CCC(CO)(Cc2ccccc2Cl)CC1	95	17	97	95	24	-26	4	95	101	98	-32
O=S(=O)(c1ccccc1)C1(S(=O)(=O)c2ccccc2)CCCC1	100	26	104	105	-4	-3	24	101	102	101	x
CC1(C)Cc2ccccc2-c2n[nH]c(=S)n21	96	30	95	96	18	-17	10	94	94	94	3

A few values from above.
Rab2 wt GTP with CC1=NN(C(=O)Cn2ccc([N+](=O)[O-])n2)C(O)(C(F)(F)F)C1 (stereo not given) → 97
Mcl1 Bid PPI with CN(C)S(=O)(=O)c1cccc(CSc2cccc[n+]2[O-])c1 → -3

Carrying on:
SMILES	HRas wt GTP	GSH fluor	Rac1 wt modul	Cdc42 wt GTP	Mcl1 Noxa PPI	Mcl1 Bid PPI	Avidin bead fluor	Rac1 act GTP bind	Rab7 wt modul	Rab2 wt GTP	Pf gamet viab
O=C(CCC(=O)Nc1ccc(F)cc1)N/N=C/c1ccc(O)cc1O	94	6	87	88	-16	-48	19	91	101	94	-1
CCCCn1c(SCC(=O)Nc2nnc(CC)s2)nc2ccccc2c1=O	100	37	106	103	23	-7	14	98	99	100	29
CN1CCC(=NNC(=O)c2cn(-c3ccccc3)nc2-c2ccccc2)CC1	100	11	104	102	7	-1	14	99	102	102	x
COC(=O)c1ccc(C(=O)Nc2cc(Cl)ccc2Cl)cc1NC(=O)c1ccccc1C	104	21	111	107	3	-15	33	100	104	105	3
N#Cc1cc(C(=O)c2cc(Cl)ccc2O)cn(CC2CCCO2)c1=O (stereo not given)	99	22	102	101	-2	-26	34	99	100	100	x
Cc1ccc2nc(NC(=O)CCNS(=O)(=O)c3ccc(Br)s3)sc2c1	98	5	100	98	-15	4	6	96	96	95	x
CCc1cc(CC)c(/C=N/NC(N)=O)c(CC)c1	99	14	95	100	2	-30	11	91	107	100	-3
CC1(C)CC(=O)C(C2(O)C(=O)N(Cc3ccccc3)c3ccccc32)CO1 (stereo not given)	101	13	99	102	-14	-23	9	101	100	102	-5
Cc1cc(C)n(/N=C/c2ccccc2)c(=O)c1C#N	99	60	100	101	12	5	8	100	97	99	x
Cc1ncsc1C(=O)Nc1nc2c(s1)CCCC2	103	17	103	104	3	-17	31	99	99	99	x
Cc1cc([N+](=O)[O-])cc(C)c1OCC(=O)N/N=C/c1ccc(OC(=O)c2ccccc2)cc1	101	6	103	102	15	-15	2	101	101	103	7
CCOc1ccc(CN2CCN(Cc3cc4ccccc4[nH]3)CC2CCO)cc1 (stereo not given)	97	18	99	98	14	-27	11	98	98	99	x

Part of the list above, with bars between the fields:
compound | HRas wt GTP | GSH fluor | Rac1 wt modul | Cdc42 wt GTP | Mcl1 Noxa PPI | Mcl1 Bid PPI | Avidin bead fluor | Rac1 act GTP bind | Rab7 wt modul | Rab2 wt GTP | Pf gamet viab
Cc1ccc2nc(NC(=O)CCNS(=O)(=O)c3ccc(Br)s3)sc2c1 | 98 | 5 | 100 | 98 | -15 | 4 | 6 | 96 | 96 | 95 | x
CC1(C)CC(=O)C(C2(O)C(=O)N(Cc3ccccc3)c3ccccc32)CO1 (stereo not given) | 101 | 13 | 99 | 102 | -14 | -23 | 9 | 101 | 100 | 102 | -5
CCOc1ccc(CN2CCN(Cc3cc4ccccc4[nH]3)CC2CCO)cc1 (stereo not given) | 97 | 18 | 99 | 98 | 14 | -27 | 11 | 98 | 98 | 99 | x
COC(=O)c1ccc(C(=O)Nc2cc(Cl)ccc2Cl)cc1NC(=O)c1ccccc1C | 104 | 21 | 111 | 107 | 3 | -15 | 33 | 100 | 104 | 105 | 3
CN1CCC(=NNC(=O)c2cn(-c3ccccc3)nc2-c2ccccc2)CC1 | 100 | 11 | 104 | 102 | 7 | -1 | 14 | 99 | 102 | 102 | x
